# GAA inhib – alpha-glucosidase (human) inhibition; P10253; purified human GAA, 4-MU-alpha-glucoside fluorescence; Potency, µM (top dose mostly 76.9 µM), without a hit: top-dose activity change, negative = inhibition, hits mostly inhibitors; 0.005% of 200,000 active;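 note: plate controls were uninhibited enzyme wells for no effect and no-enzyme background for full effect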
#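 Human enzyme at 4 nM with 400 uM 4-methylumbelliferyl-alpha-D-pyranoside, citrate/phosphate buffer pH 5.0, 0.005% Tween-20, 20 min at room temperature. Compounds up to 77 uM. 4-MU fluorescence (Ex 365/Em 440) read after NaOH/glycine stop; AC50 from Hill fit.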
# IMPase Li cell – membrane-permeable IMPase blocker, potentiated with lithium; CHO-M1 cells, IP1 TR-FRET (IP-One), carbachol + lithium; Potency, µM (doses to about 59.4 µM), without a hit: top-dose activity, negative = IMPase inhibition, most hits filed as inhibitors; 0.35% of 210,000 active;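 note: IP1 builds up when IMPase is blocked and the TR-FRET signal falls; plate controls were basal vehicle for no effect and high inhibitor control for full effect; nearly all actives have a fitted effect of over 50% in size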
#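 Test compounds were applied to CHO-M1 cells previously cultured for 16–30 h at 2000 per well. A small lithium amount accompanied them; after 30 min at 37C, IP1 was quantified by TR-FRET.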
# GAA glycogen – alters human alpha-glucosidase cleavage of glycogen. recombinant GAA, glycogen substrate, Amplex Red glucose oxidase fluorescence. Potency, µM (titrated, usually from 76.4 µM), for inactives: at the top dose activity change, negative = inhibition, most hits filed as inhibitors. 0.38% of 300,000 active. AID 2100;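 note: 0% = full enzyme reaction and -100% = no-enzyme basal signal; the screen sought inhibitors and activators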
#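 Recombinant enzyme (4 nM final) with compounds titrated up to 77 uM and bovine liver glycogen (30 ug) in citrate pH 5.0, 0.01% Tween-20, 37 C 40 min. Released glucose detected by Amplex Red/glucose oxidase (Ex 573/Em 610); AC50 from Hill fits.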
# HTT ATP protect – Huntington cell model cytoprotection by ATP luminescence. PC12 HTT-Q103 induced, cytoprotection, ATP luminescence, 40 h. Potency, µM (doses to about 56.4 µM), for inactives: cytoprotection (ATP increase), most hits filed as activators. AID 1471. 0.14% of 230,000 active;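 note: % of control where 0% means no effect; nearly all actives have a fitted effect of over 45% in size; toxic huntingtin expression switched on by the ecdysone agonist tebufenozide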
#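 Compounds were screened for protection of PC12 cells against cell death after tebufenozide induction (100 nM final) of mutant Huntingtin exon 1 (Q103) fused to GFP.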
# RGS12 GoLoco inh – inhibitors of human Gai1-RGS12 GoLoco interaction (red fluorophore). AID 880. 0.44% of 230,000 active. Potency, µM (highest dose often 61.6 µM), for inactives: at the highest dose activity, negative = inhibition, most hits filed as inhibitors. P63096. Gai1:RGS12 GoLoco peptide FP, rhodamine, 10 min; active = well fitted inhibition curve with a large enough effect, not every such curve was filed as active; inactive = no such curve, though single readings can be large or run the other way; note: % is set by controls: 0 for no effect and ±100 for the full control effect; nearly all actives have a fitted effect of over 30% in size; many of its hits are not listed in these tables
# Target sequence (P63096 whole entry, looked up): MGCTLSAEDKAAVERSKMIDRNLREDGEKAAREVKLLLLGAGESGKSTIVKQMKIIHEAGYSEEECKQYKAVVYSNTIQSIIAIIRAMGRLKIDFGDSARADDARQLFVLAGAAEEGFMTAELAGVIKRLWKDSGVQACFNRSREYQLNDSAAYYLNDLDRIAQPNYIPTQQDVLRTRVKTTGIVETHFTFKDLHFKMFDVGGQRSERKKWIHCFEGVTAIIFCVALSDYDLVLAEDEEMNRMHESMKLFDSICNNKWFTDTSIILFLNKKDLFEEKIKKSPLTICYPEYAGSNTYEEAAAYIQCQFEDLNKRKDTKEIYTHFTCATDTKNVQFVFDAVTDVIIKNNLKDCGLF
# HttQ103 aggreg – inhibitors of mutant huntingtin aggregate formation in PC12 cells; AID 1688; 1.1% of 220,000 active; Potency, µM (doses to about 46.1 µM), inactives show at the highest dose activity change, negative = inhibition, hits mostly inhibitors; PC12 HttQ103-GFP aggregates, Acumen cytometry, 40 h; note: % is set by controls: 0 for no effect and ±100 for the full control effect; nearly all actives have a fitted effect of over 60% in size
#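 Multiplexed with ATP-based cell death, this channel scores GFP aggregates in PC12 cells expressing inducible HTTex1-Q103-GFP. Induction used 100 nM tebufenozide; compounds were tested in concentration series.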
# GAA spleen mod – inhibits or activates alpha-glucosidase in human spleen homogenate; Potency, µM (highest dose often 79.9 µM), inactives show top-dose activity change, negative = inhibition, usual class: inhibitors; 0.006% of 240,000 active; human spleen homogenate, 4-MU-alpha-glucoside fluorescence;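 note: 0% = enzyme with vehicle and -100% = no enzyme basal signal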
#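 Compounds were titrated against alpha-glucosidase in spleen homogenate at pH 5.0, with 1 mM 4-methylumbelliferyl substrate for 40 min at 37 C. Reactions were quenched with pH 10 NaOH/glycine and fluorescence measured.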
# The depositor's hits bear a star; ? = inconclusive; . = no result given; & = joins results of further samples; [ ] = remark or other dose. Unless noted, calls come from the whole dose curve; as a rule, active = well fitted curve in the direction sought with a large enough effect; inconclusive = small, poorly fitted or top-dose-only effect, or another doubt; inactive = no such curve, though single readings can be large; an effect the other way counts as inactive or inconclusive. Potency is the fitted concentration of half-maximal effect. The list is partial. The share of hits here may be higher or lower than overall.
item	mol	GAA inhib	IMPase Li cell	GAA glycogen	HTT ATP protect
1	O=C(c1cccs1)N(CC1CCCO1)c1nc(-c2ccccc2)cs1 (stereo not drawn)	-9%	5%[38.3 µM]	-8%	-10%
2	CCCN1C(=O)C(O)(C2CC(=O)CC(C)(C)O2)c2ccccc21 (stereo not drawn)	-7%	-1%[38.3 µM]	4%	12%
3	CCOc1ccccc1N(CC(=O)NCc1ccc(OC)cc1)S(C)(=O)=O	?	7%[38.3 µM]	-8%	9%[10 µM]
4	O=C(C1CCC1)N(CCc1ccccc1)Cc1nc2ccccc2c(=O)[nH]1	-9%	-12%[38.3 µM]	-1%	-1%
5	CCn1c(SCC(=O)n2nc(C)cc2C)nnc1-c1ccc2c(c1)OCO2	-6%[15.4 µM]	16%[38.3 µM]	-7%	0%
6	COC(=O)CC1COc2ccccc2N1C(=O)c1ccc(OC)cc1 (stereo not drawn)	?	-1%[38.3 µM]	3%	-21%
7	COC(=O)[C@@]1(Cc2ccc(F)cc2)[C@H]2c3cc(C(=O)N4CCCC4)n(CCc4ccccn4)c3C[C@H]2CN1C(=O)c1ccccc1	0%	2%&1%	3%	27%
8	COc1ccccc1CNC(=O)C(CC(C)C)NS(=O)(=O)c1ccc2c(c1)oc(=O)n2C (stereo not drawn)	0%	5%[38.3 µM]	2%[76.3 µM]	12%
9	Cc1nn(-c2cc(C)c3ccccc3n2)c2c1C1C(C2)C1(C)C (stereo not drawn)	-4%	7%	0%	8%[10 µM]
10	Cc1ccc(-c2c(C)cc3oc(=O)cc(-c4ccccc4)c3c2C)cc1	.	19%	.	.
11	C/C=C/c1ccc(OCCCCOc2ccccc2C(C)=O)c(OC)c1	-1%	11%	2%	.
12	CC(C)NC(=S)N=Nc1c(O)[nH]c2ccc([N+](=O)[O-])cc12	-2%	24%	-3%	-22%[10 µM]

item	RGS12 GoLoco inh	HttQ103 aggreg	GAA spleen mod
1	12%	-7%	2%
2	5%	1%	-3%
3	8%	2%	-7%
4	3%	-19%	-9%
5	2%	22%	1%
6	2%	5%	-9%
7	3%&3%	20%	-1%&4%
8	-4%	13%	2%
9	6%	-8%	0%
10	-88%[88.7 µM]	.	3%[119 µM]
11	15%	-18%	-15%
12	11%	-18%	2%

# Remaining list, next part.
item	mol	GAA inhib	IMPase Li cell	GAA glycogen	HTT ATP protect
13	CCCN1C(=O)CC(Sc2ncccc2C(=O)O)C1=O (stereo not drawn)	.	.	-5%	-3%[10 µM]
14	O=C(/C=C/c1ccccc1)N1CCN(c2c(Cl)cccc2[N+](=O)[O-])CC1	-14%	17%	-2%	20%[10 µM]
15	CCc1ccc(NC(=S)N2CCN(c3cccc(OC)c3)CC2)cc1	9%	5%	-12%	24%[10 µM]
16	COc1ccc(NC2=Nc3ccccc3N3C2=Nc2c(c(C)nn2-c2ccc(C)cc2)C3c2cccnc2)cc1 (stereo not drawn)	-10%	?	-9%	-57%[inhibitor]
17	O=S(=O)(c1ccccc1)c1nc(-c2ccco2)oc1NCCCn1ccnc1	-1%	-14%[38.3 µM]	-3%	-11%[0.074 µM]
18	CC(=O)Oc1ccccc1/C=C1\CCOC1=O	-1%	18%[38.3 µM]	1%	9%
19	C#CCOCCOCCOCCNc1nc(N2CCOCC2)nc(N2CCN(C(=O)Cn3cc(CC(C)O)nn3)CC2)n1 (stereo not drawn)	-3%	1%	5%	.
20	COCCn1c(SCC(=O)Nc2ccccc2C)nc2c(oc3ccccc32)c1=O	-2%	0%	-4%	2%[10 µM]
21	CCNC(=O)NC(=O)c1csc([N+](=O)[O-])c1	.	.	7%	7%[10 µM]
22	Cc1ccc(SCc2nc3ccccc3n2CC(=O)Nc2ccccc2)cc1	-5%	8%[38.3 µM]	9%	-43%[inhibitor]
23	CC(C)NC(=O)c1ccccc1NC(=O)/C=C/c1cccc([N+](=O)[O-])c1	-2%	2%	3%	.
24	COc1ccc(NC(=O)C2CC(=O)n3c(nc4ccccc43)N2)cc1 (stereo not drawn)	.	.	1%	16%[10 µM]

item	RGS12 GoLoco inh	HttQ103 aggreg	GAA spleen mod
13	-5%	-38%[9.22 µM]	5%
14	-1%	?	-3%
15	12%	12%[9.22 µM]	9%
16	-5%	-7%	-4%
17	3%	11%	2%
18	-4%	7%	-9%
19	8%	-2%	2%
20	-6%	-13%	5%
21	-8%	-8%[9.22 µM]	2%
22	8%	?	-1%
23	9%	?	-6%
24	3%	8%[9.22 µM]	-1%

# Remaining list, next part:
item	mol	GAA inhib	IMPase Li cell	GAA glycogen	HTT ATP protect
25	O=C(Nc1ccncc1)C1CC1c1ccccc1 (stereo not drawn)	-8%	26%[38.3 µM]	2%	5%
26	CC1(C)Cc2ccccc2-c2nc(NCCCO)[nH]c(=O)c21	3%[15.4 µM]	.	0%	6%[10 µM]
27	COc1ccc(C2/C(=C(/O)c3ccccc3)C(=O)C(=O)N2CC(C)O)c(OC)c1 (stereo not drawn)	-5%	-2%[38.3 µM]	-3%	21%
28	CCNS(=O)(=O)c1ccc(NC(=O)c2ccccc2OCC)cc1	-1%	-5%[38.3 µM]	4%	-9%
29	Cn1c(CN2CCCCC2)nc2cc(NC(=O)c3cccs3)ccc21	1%	23%[38.3 µM]	1%	-4%[10 µM]
30	C/C=C1/C(=O)C[C@@H]2[C@H]3CCC4=CC(=O)CC[C@]4(C)[C@@H]3CC[C@]12C	.	6%	.	3%
31	COCCN1C(=O)N[C@@H](c2cccs2)C(C(=O)OC)=C1C	-2%	1%&1%	5%	9%
32	COC(=O)C1=C(C)N(C)C(=O)NC1c1ccccc1 (stereo not drawn)	10%	23%[38.3 µM]	1%	6%
33	COc1ccc(NC(=O)C2CCCN2C(=O)Nc2ccccc2)cc1OC (stereo not drawn)	-11%	8%	3%	7%[10 µM]
34	Cc1ccc(C(=O)NCC(=O)O)cc1S(=O)(=O)N1CCCCC1	-2%	-2%[38.3 µM]	2%	-13%
35	Cc1nc2ccccc2c2nc(N)nn12	7%	-4%	4%	3%[10 µM]
36	Cc1ccc(S(=O)(=O)N2CCOCC2)cc1C(=O)Nc1ccc(-c2cn3ccsc3n2)cc1	-6%	11%	0%	9%[10 µM]

item	RGS12 GoLoco inh	HttQ103 aggreg	GAA spleen mod
25	5%	?	?
26	1%	0%[9.22 µM]	-1%
27	3%	-3%	-6%
28	4%	0%	6%
29	8%	18%	-6%
30	3%	.	7%
31	2%&3%	14%	-3%&-17%
32	1%	-15%	4%
33	-4%	6%	-18%
34	5%	-3%	-9%
35	3%	2%	3%
36	-11%	-9%	2%

# Next entries.
item	mol	GAA inhib	IMPase Li cell	GAA glycogen	HTT ATP protect
37	CCOC(=O)c1c(C)oc2ccc(O)c(CN(C)C)c12	-10%	22%[38.3 µM]	7%	4%[1.9 µM]
38	Cc1cnc(-c2nnc(N(C)C(=O)C3CCCO3)s2)cn1 (stereo not drawn)	2%	-8%[38.3 µM]	-1%	-13%
39	CN(CC1CCOCC1)C(=O)CC1C(=O)NCCN1C/C=C/c1ccccc1 (stereo not drawn)	-1%	5%	3%	25%
40	COc1ccc(CNC(=O)C2CCCN2S(=O)(=O)c2ccc(Cl)cc2)cc1 (stereo not drawn)	-1%	-2%	6%	4%[10 µM]
41	O=C(NS(=O)(=O)c1ccccc1Cl)c1ccc[nH]1	-6%	-6%	7%	-25%[10 µM]
42	CCN(CC)CCCC1(CN)OCCc2ccccc21 (stereo not drawn)	7%	20%[38.3 µM]	1%	4%[10 µM]
43	COc1cc(C(O)P(=O)(OC(C)C)OC(C)C)cc(OC)c1OC (stereo not drawn)	-1%	15%	-1%	19%[10 µM]
44	Cc1cc(NC(=O)Cc2ccccc2)c2ccccc2n1	4%	4%	-1%	21%[10 µM]
45	CC(=O)c1ccc(N2CCN(C(=O)C3(S(=O)(=O)c4ccc(Cl)cc4)CC3)CC2)cc1	-6%	31%[activator][38.3 µM]	6%	-83%[inhibitor]
46	O=S1(=O)C[C@@H](O)[C@@H](Nc2ccccc2)C1	.	.	-17%	6%[10 µM]
47	COC(=O)[C@H]1[C@@H](C)N(Cc2ccccc2)C(=O)N[C@H]1c1ccccc1	.	12%	.	-13%[10 µM]
48	CCc1cc(SC#N)ccc1N	2%	1%	-18%	-8%

item	RGS12 GoLoco inh	HttQ103 aggreg	GAA spleen mod
37	3%	-17%	2%
38	6%	-25%	4%
39	4%	-2%	0%
40	-8%	-5%	2%
41	2%	5%	-17%
42	-4%	2%	-1%
43	9%	10%	8%
44	-2%	?	-1%
45	12%	8%	-4%
46	9%	5%[9.22 µM]	-3%
47	7%[14.2 µM]	.	-1%[17.4 µM]
48	7%	15%	-7%

# Record cards, as listed above. Values in the order: GAA inhib, IMPase Li cell, GAA glycogen, HTT ATP protect, RGS12 GoLoco inh, HttQ103 aggreg, GAA spleen mod
# `COc1ccc(CNC(=O)C2CCCN2S(=O)(=O)c2ccc(Cl)cc2)cc1` (stereo not drawn) reads -1%, -2%, 6%, 4%[10 µM], -8%, -5%, 2%
# `COC(=O)[C@H]1[C@@H](C)N(Cc2ccccc2)C(=O)N[C@H]1c1ccccc1` reads ., 12%, ., -13%[10 µM], 7%[14.2 µM], ., -1%[17.4 µM]
# `CCN(CC)CCCC1(CN)OCCc2ccccc21` (stereo not drawn) reads 7%, 20%[38.3 µM], 1%, 4%[10 µM], -4%, 2%, -1%
# `COc1cc(C(O)P(=O)(OC(C)C)OC(C)C)cc(OC)c1OC` (stereo not drawn) reads -1%, 15%, -1%, 19%[10 µM], 9%, 10%, 8%
# `O=C(NS(=O)(=O)c1ccccc1Cl)c1ccc[nH]1` reads -6%, -6%, 7%, -25%[10 µM], 2%, 5%, -17%

# (continued)
item	mol	GAA inhib	IMPase Li cell	GAA glycogen	HTT ATP protect
49	N#Cc1cc2ccccc2nc1SCc1cccnc1	-1%	-14%[38.3 µM]	-5%	-15%
50	S=C(Nc1ccccc1Cl)N1CCCC(c2ccccc2)=N1	-3%	.	1%	-3%[10 µM]
51	COc1ccc(NC(=O)CSc2nnc3ccc(-c4ccncc4)nn23)cc1OC	-1%	20%	-2%	-13%
52	CCN1CCN(CCNC(=O)C2CCN(Cc3nc(-c4ccc(Cl)cc4)oc3C)CC2)CC1	-7%	-2%[38.3 µM]	3%	-8%

item	RGS12 GoLoco inh	HttQ103 aggreg	GAA spleen mod
49	3%	5%	-15%
50	-2%	1%[9.22 µM]	2%
51	-1%	3%	.
52	8%	29%	5%
